Source: PubChem (National Center for Advancing Translational Sciences (NCATS))
TRb SRC2 PPI: TRbeta-SRC2 interaction inhibition; P10828; TRbeta-SRC2 peptide binding, fluorescence polarization; receptor liganded with 1 µM T3; Potency, µM (doses to about 106 µM), without a hit: at the highest dose activity change, negative = inhibition, most hits filed as inhibitors; actives 0.065% (n = 280,000); AID 1469;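 also: plate controls were bound peptide for no effect and peptide without receptor for full effect; nearly all actives have a fitted effect of over 50% in size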
Target sequence (P10828 whole entry, looked up): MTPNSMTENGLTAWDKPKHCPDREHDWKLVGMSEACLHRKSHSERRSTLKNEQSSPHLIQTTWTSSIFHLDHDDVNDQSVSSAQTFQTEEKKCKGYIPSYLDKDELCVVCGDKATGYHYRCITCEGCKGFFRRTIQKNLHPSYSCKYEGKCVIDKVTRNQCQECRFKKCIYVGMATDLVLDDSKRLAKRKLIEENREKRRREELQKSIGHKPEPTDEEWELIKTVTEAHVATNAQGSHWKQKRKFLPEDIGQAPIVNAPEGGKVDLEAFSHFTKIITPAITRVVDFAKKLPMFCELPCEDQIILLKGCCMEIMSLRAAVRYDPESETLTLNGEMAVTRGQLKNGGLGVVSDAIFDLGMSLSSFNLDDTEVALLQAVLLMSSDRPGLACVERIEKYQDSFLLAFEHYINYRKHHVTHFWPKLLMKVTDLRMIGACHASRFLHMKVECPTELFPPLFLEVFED
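Read-out is fluorescence polarization (555 nm excitation, 632 nm emission) of a Texas Red SRC2 coactivator peptide; loss of signal reflects blocked binding to human TRb ligand-binding domain in the presence of 1 uM T3.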
Tau FP inhib: blocks human tau fibril formation measured by polarization; P10636; K18 P301L tau heparin fibrillization, Alexa594 FP, 6 h; Potency, µM (top dose mostly 57.7 µM), for the others: at the highest dose activity, negative = inhibition, actives largely listed as inhibitors; actives 0.39% (n = 280,000); AID 1468; also: % is scaled to controls: 0 for no effect and ±100 for the full control effect; nearly all actives have a fitted effect of over 55% in size
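K18 P301L tau (15 uM unlabeled/0.24 uM Alexa 594-labeled, final) + compound + heparin 20 uM final; 100 mM NaOAc pH 7; 6 hr 37 C; ThT 30 uM final added, 1 hr RT; FP ex 555/em 632 nm.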
Tau fibril ThT: blocks human tau fibril formation measured by thioflavin T | recombinant tau K18 P301L, heparin-induced fibrillization, ThT fluorescence | actives 2.1% (n = 270,000) | Potency, µM (highest dose often 57.4 µM), inactives show at the highest dose activity, negative = inhibition, actives largely listed as inhibitors | P10636; also: % is scaled to controls: 0 for no effect and ±100 for the full control effect; nearly all actives have a fitted effect of over 55% in size
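K18 P301L tau (15 uM + 0.24 uM Alexa 594-tagged), heparin 20 uM, NaOAc pH 7, 6 h 37 C; ThT 30 uM, 1 h RT, ex 450/em 510 nm.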
TR SRC2 fluor cs: Texas Red fluorescence interference in TRb-SRC2 counter-screen; TRb/SRC2 Texas Red total fluorescence interference; Potency, µM (highest dose often 106 µM), without a hit: at the top dose fluorescence change, negative = quenching; actives 0.29% (n = 280,000); active = well fitted curve in either direction with a large enough effect; inconclusive = small, poorly fitted or top-dose-only effect; also: % is scaled to controls: 0 for no effect and ±100 for the full control effect
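Human TRb ligand-binding domain at 0.6 uM with 20 nM Texas Red SRC2 peptide in Tris buffer containing 1 uM T3 and 5% DMSO, incubated with compound 5 h at ambient temperature. Total fluorescence (555/632 nm) calculated as parallel + 2 × perpendicular.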
RECQ1 inh: RECQ1 (human) helicase inhibition; Potency, µM (highest dose often 57.3 µM), for inactives: at the top dose activity, negative = inhibition, actives largely listed as inhibitors; AID 2549; RECQ1 DNA unwinding, red fluorescence kinetic read; actives 0.54% (n = 240,000);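 also: plate controls were vehicle for no effect and no enzyme for full effect; nearly all actives have a fitted effect of over 30% in size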
Target sequence (P46063 whole entry, looked up): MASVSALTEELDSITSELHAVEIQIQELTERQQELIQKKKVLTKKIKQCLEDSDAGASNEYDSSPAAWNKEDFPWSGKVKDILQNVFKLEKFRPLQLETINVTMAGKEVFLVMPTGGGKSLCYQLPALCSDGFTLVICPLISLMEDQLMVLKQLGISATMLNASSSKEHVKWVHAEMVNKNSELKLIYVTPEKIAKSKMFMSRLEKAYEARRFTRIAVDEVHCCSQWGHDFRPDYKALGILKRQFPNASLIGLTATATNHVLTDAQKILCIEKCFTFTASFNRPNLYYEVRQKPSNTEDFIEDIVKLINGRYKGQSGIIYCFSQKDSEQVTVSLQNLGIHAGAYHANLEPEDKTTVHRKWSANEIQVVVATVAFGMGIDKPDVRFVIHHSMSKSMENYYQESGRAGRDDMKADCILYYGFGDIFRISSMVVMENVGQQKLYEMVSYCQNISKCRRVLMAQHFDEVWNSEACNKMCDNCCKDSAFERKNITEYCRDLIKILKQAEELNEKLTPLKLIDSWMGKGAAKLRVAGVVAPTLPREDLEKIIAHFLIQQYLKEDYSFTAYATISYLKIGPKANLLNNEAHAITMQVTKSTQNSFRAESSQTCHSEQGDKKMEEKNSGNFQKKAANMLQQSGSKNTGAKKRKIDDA
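50 nM RECQ1T1 preincubated 15 min with compound in Tris pH 8.0 buffer with MgCl2, DTT, Tween-20 and 2.5 ug/ml poly(dI-dC); started with 200 nM TAMRA/BHQ-2 forked duplex and 2 mM ATP. Unwinding read as fluorescence (525/598 nm), two reads 2 h apart.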
L3MBTL1 inh: L3MBTL1 (human) inhibition; actives 0.66% (n = 230,000); Q9Y468; Potency, µM (top dose mostly 57.1 µM), without a hit: top-dose activity, negative = inhibition, usual class: inhibitors; AlphaScreen L3MBTL1–H3K9me1 peptide binding; also: % is scaled to controls: 0 for no effect and ±100 for the full control effect; nearly all actives have a fitted effect of over 60% in size
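Read-out is AlphaScreen signal from streptavidin donor and nickel chelate acceptor beads (10 ug/mL final each) bridging L3MBTL1 (50 nM) and biotinylated K9-monomethylated H3(1-15) peptide (75 nM), after 30 min compound exposure at room temperature.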
Tau fluor counter: counter-screen for tau fibril formation inhibitors; tau K18 P301L Alexa594 fluorescence, heparin fibrillization; Potency, µM (top dose mostly 57.7 µM), without a hit: at the highest dose activity change, negative = decrease; actives 0.93% (n = 280,000); also: % is scaled to controls: 0 for no effect and ±100 for the full control effect; nearly all actives have a fitted effect of over 55% in size
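Human tau K18 P301L (15 uM unlabeled, 0.24 uM Alexa 594-labeled) in 100 mM sodium acetate pH 7 with 20 uM heparin, 6 hr at 37 C. ThT 30 uM added, 1 hr ambient; Alexa 594 FP and total fluorescence read at 555/632 nm.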
HTT ATP protect: cytoprotection in Huntington HTT-Q103 PC12 cell model; PC12 HTT-Q103 induced, cytoprotection, ATP luminescence, 40 h; Potency, µM (series often up to 56.4 µM), for inactives: cytoprotection (ATP increase), most hits filed as activators; actives 0.14% (n = 230,000); AID 1471;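 also: % of control where 0% means no effect; nearly all actives have a fitted effect of over 45% in size; toxic huntingtin expression switched on by the ecdysone agonist tebufenozide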
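Readout: ATPlite luminescence (ATP level). Model: stable PC12, inducible Htt exon1 Q103-GFP. Inducer: tebufenozide, 100 nM final. Compounds: dose series. No G418 in medium.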
Starred values were filed as active, the others as inactive; i = inactive; ? = inconclusive; · = not tested or not shown; & = joins results of further samples; [ ] = another dose, or the depositor's remark. Unless noted, calls follow the shape of the dose curve; as a rule, active = well fitted curve in the direction sought with a large enough effect; inconclusive = small, poorly fitted or top-dose-only effect, or another doubt; inactive = no such curve, though single readings can be large; an effect the other way counts as inactive or inconclusive. Potency is read from the fitted curve at half-maximal effect. These rows are one share of the data; count on the stated rates, not on these rows.

SMILES	TRb SRC2 PPI	Tau FP inhib	Tau fibril ThT	TR SRC2 fluor cs	RECQ1 inh	L3MBTL1 inh	Tau fluor counter	HTT ATP protect
CC12CN(Cc3ccccc3)CC(C)(CN(Cc3ccccc3)C1)C2=O	-5%	-15%	-3%	-1%	-2%	-18%	-8%	-19%
Cc1ccc(S(=O)CCNC(=O)Cc2ccc(Cl)cc2)cc1 (configuration not stated)	-2%	-2%	-2%	2%	i	4%	0%	22%
COc1cc(OC)c2cc(-c3ccncc3)cnc2c1	-5%	-2%	?	-1%	10%	·	-14%	-13%
CCN(CC)S(=O)(=O)c1cccc(-c2nnc(SCC(=O)c3ccc(Cl)s3)n2C)c1	1%	6%	?	2%	-5%	-7%	-10%	-23%
CN(C(=O)COc1cc(=O)n(C)c2ccccc12)c1cccc(Cl)c1	-8%	6%	-11%	0%	i	·	-3%	-7%
NC(=O)C1CCN(CC(=O)Nc2cc(Cl)ccc2Oc2ccccc2)CC1	0%	-4%	-2%	-1%	i	-7%	-10%	-3%[10 µM]
COC(=O)c1[nH]c2ccc(Cl)cc2c1NC(=O)Oc1ccccc1	-10%	-2%	?	1%	-5%	-9%	?	-26%
Cc1oc2cc3oc(=O)c4c(c3cc2c1C)CCC4	-3%	7%	-10%	-2%	0%	3%	-5%	0%
COc1ccc(C(=O)NCC(=O)OCC(=O)Nc2cc([N+](=O)[O-])ccc2F)cc1	-6%	?	-15%	0%	7%	·	-13%	-25%
Cc1ccc(-c2ccc(=O)n(CCC(=O)NCc3ccccn3)n2)cc1	4%	6%	6%	-1%	-8%	?	9%	0%[10 µM]
COc1cc(OC)c(OC)cc1NC(=O)CC1COc2ccccc2O1 (configuration not stated)	1%	3%	-8%	-1%	0%	5%	-10%	4%[10 µM]
CSC1=NC(C)(C)CC2(C)Nc3ccccc3N12 (configuration not stated)	-12%	6%	3%	1%	-3%	-4%	6%	·
CCCc1cc(-c2nc(-c3ccc(Cl)cc3)cs2)ccn1	-9%	1%	?	-1%	-5%	28%	-11%	-58%[inhibitor]
O=C(NCc1ccccc1)c1cc(=O)c2ccccc2o1	-1%	4%	-5%	-1%	13%	4%	-9%	5%
Cc1ccc(N2CC(C(=O)N3CCN(C(=O)c4ccco4)CC3)CC2=O)cc1 (configuration not stated)	7%	5%	-2%	1%	-9%	-6%	7%	-4%[10 µM]
COc1ccc(CNc2nc3ccccc3n2Cc2ccc(C)cc2)cc1OC	14%	0%	10%	-16%	5%	-3%	9%	-8%[10 µM]
COc1ccc(C(=O)Nc2ccc(S(=O)(=O)NC(C)=O)cc2)cc1	-4%	0%	6%	-1%	i	-4%[11.4 µM]	8%	-6%
Cc1ccccc1-n1nc(C)c2cc(C(=O)N3CCN(S(=O)(=O)c4ccccc4)CC3)sc21	-9%	1%	-9%	1%	9%	·	-3%	-2%
Cc1ccc(C(=O)Oc2ccccc2N2CCOCC2)cc1	1%	2%	4%	-5%	-7%	11%	-4%	-2%[10 µM]
N#C/C(=C\c1cn[nH]c1-c1ccc(Cl)cc1)C(=O)NC1CC1	-10%	2%	-3%	-1%	i	7%	-6%	·
COc1ccccc1C(c1nnnn1Cc1ccccc1)N1CCN(c2nc3ccccc3s2)CC1 (configuration not stated)	4%	-4%	-14%	-3%	i	0%	-17%	-35%
CC(C)(C)OC(=O)N1CCN(C(=O)c2cccnc2Cl)CC1	-5%	5%	10%	-2%	i	-2%	16%	-2%
CCC(=O)Oc1ccc2c(C)cc(=O)oc2c1C(=O)CC	-4%	0%	14%	-1%	4%	-6%	16%	8%[10 µM]
CC(C)c1ncc(C(O)c2cccc3ccccc23)n1C (configuration not stated)	0%	-1%	-1%	2%	-12%	·	6%	6%
CCN1CCN(C(=O)c2cc(COc3ccc4ncccc4c3)on2)CC1	-4%	1%	?	-2%	i	-5%	2%	·

Molecules listed so far that have an NH in an aromatic ring:
SMILES	TRb SRC2 PPI	Tau FP inhib	Tau fibril ThT	TR SRC2 fluor cs	RECQ1 inh	L3MBTL1 inh	Tau fluor counter	HTT ATP protect
COC(=O)c1[nH]c2ccc(Cl)cc2c1NC(=O)Oc1ccccc1	-10%	-2%	?	1%	-5%	-9%	?	-26%
N#C/C(=C\c1cn[nH]c1-c1ccc(Cl)cc1)C(=O)NC1CC1	-10%	2%	-3%	-1%	i	7%	-6%	·

Back to the main list with the 2 entries that preceded the break.
SMILES	TRb SRC2 PPI	Tau FP inhib	Tau fibril ThT	TR SRC2 fluor cs	RECQ1 inh	L3MBTL1 inh	Tau fluor counter	HTT ATP protect
CC(C)c1ncc(C(O)c2cccc3ccccc23)n1C (configuration not stated)	0%	-1%	-1%	2%	-12%	·	6%	6%
CCN1CCN(C(=O)c2cc(COc3ccc4ncccc4c3)on2)CC1	-4%	1%	?	-2%	i	-5%	2%	·
O=C(CN1CCC(NC(=O)Cc2ccccc2)CC1)Nc1ccccc1Br	8%	1%	6%	-4%	-1%	3%	4%	-33%[10 µM]
O=C(NCc1ccc(Cl)cc1)c1ccc(N2CCCC2=O)cc1	-3%	?	-6%	-2%	4%	·	-7%	3%
CC1(C)CC(=O)C(N=Nc2ccc3ncsc3c2)=C(O)C1	-22%	5%	?	2%	i	·	-10%	1%
O=C(Nc1ncnc2sc3c(c12)CCC3)c1ccco1	2%	2%	18%	-1%	0%	?	6%	-8%[10 µM]
Cc1nnc(SCc2cc(=O)[nH]c(/N=C(\N)Nc3ccccc3Sc3ccccc3)n2)s1	-3%	8%	-3%	2%	-8%	3%	-12%	-13%
CNC(=S)NNC(=O)c1sc2cc(C(F)(F)F)cnc2c1-c1cccnc1	-3%	0%	-7%	-3%	i	14%	-1%	-17%
O=C(Nc1cccc(S(=O)(=O)N2CCCC2)c1)c1ccc2c(c1)OCO2	-3%	-8%	-5%	1%	-10%	-6%	?	13%[10 µM]
CC(=O)NCCNC(=O)CCNC(=O)c1ccc(Cl)cc1	5%	0%	-14%	1%	-7%	·	-5%	5%
CCCCOC(=O)Nc1nnc(CCc2ccccc2)s1	2%	-5%	-23%	3%	i	·	-16%	-13%
COc1ccc(NC(=O)CCc2nnc3n(C)c(=O)c4sccc4n23)cc1Cl	-3%	-6%	0%	-1%	·	·	-7%	·
CC(=O)NC1(c2nnnn2CCOC(=O)Nc2ccc(Cl)cc2)CCCC1	10%	2%	3%	-1%	4%	·	-4%	-43%[inhibitor]
S=C1NCCNC(=S)NCCOCCN1	-3%	1%	9%	-1%	5%	6%	7%	·
Cc1cccc(NC(=O)N(Cc2cc3cc(C)cc(C)c3[nH]c2=O)CC2COCCO2)c1 (configuration not stated)	4%	?	-7%	-4%	i	·	0%	-32%
CCOc1cccc(-c2nn(-c3ccccc3)cc2/C=C(/C#N)C(=O)NCCCn2ccnc2)c1	3%	?	?	1%	-2%	?	?	·
O=C(CCS(=O)(=O)c1cccc2nsnc12)Nc1ccc(F)cc1	-9%	-7%	?	-1%	·	·	-14%	·
CCOP(=O)(c1ccccc1)c1nc(-c2ccccc2Cl)oc1N1CCCCC1 (configuration not stated)	-3%	-12%	6%	-4%	-1%	-3%	-4%	8%[10 µM]
Cc1cccc(N2CCN(C(=S)Nc3ccc4nc(N5CCN(C)CC5)cc(C)c4c3)CC2)c1C	1%	12%	?	-8%	-18%	·	-27%	-9%
CC(c1ccccc1)c1nnc(NC(=O)c2ccc3c(c2)OCO3)s1 (configuration not stated)	4%	10%	·	-4%	14%	·	-10%	-14%[10 µM]
Cc1ccc(NC(=O)C(Nc2cccc(C)c2)c2ccccc2)cc1 (configuration not stated)	-3%	9%	10%	-2%	-4%	8%	6%	9%[10 µM]
COc1ccc2c(c1)c(CC(=O)Nc1ccc(C(C)=O)cc1)c(C)n2C(=O)c1ccc(Cl)cc1	7%&7%	?	?	-20%&-11%	-14%	-2%	?	0%[1.9 µM]
COc1cc(C(=O)Nc2ccc(NC(=O)C3CC3)nc2)cc(OC)c1OC	6%	-3%	-7%	-3%	-3%	6%	-2%	-12%
Cc1ccc(NC(=O)CN(c2ccccc2F)S(C)(=O)=O)cc1	7%	-4%	1%	2%	-2%	-2%	0%	1%[0.074 µM]
Cc1cc(NC(=O)CSc2nccn2C)n(-c2ccccc2)n1	-2%	-2%	-6%	-2%	-6%	-6%	-7%	13%[10 µM]
COc1cc(-c2nnc3sc(-c4ccco4)nn23)cc(OC)c1OC	4%	5%	-9%	0%	-5%	·	0%	-15%[0.074 µM]
CCOc1ccc(Nc2nc3ccccc3c(=O)s2)cc1	2%	-5%	7%	-4%	i	·	6%	4%[10 µM]
Further entries.
SMILES	TRb SRC2 PPI	Tau FP inhib	Tau fibril ThT	TR SRC2 fluor cs	RECQ1 inh	L3MBTL1 inh	Tau fluor counter	HTT ATP protect
CCOC(=O)C1(C)C=C(Nc2ccc(NC(C)=O)cc2)C(=O)N1c1ccc(NC(C)=O)cc1 (configuration not stated)	-2%	-7%	?	-5%	-5%	8%	-15%	13%[10 µM]
COC(=O)c1c(NC(=O)CN2CCCC(C)C2)c2c(C)cccc2n1C (configuration not stated)	2%	-1%	2%	3%	-1%	0%	5%	0%
CCOC(=O)c1c(C)c(-c2ccccc2)n(CC(=O)Nc2cc(C)cc(C)c2)c1C	-2%	1%	-6%	3%	·	·	-18%	·
Cc1ccc(-n2c(O)c(C=NC3CCS(=O)(=O)C3)c3ccccc3c2=O)cc1C (configuration not stated)	-10%	1%	-3%	-2%	i	·	-12%	-60%[inhibitor]
O=C(NC(=S)Nc1ccc(S(=O)(=O)Nc2ncccn2)cc1)c1ccc(Br)cc1	4%	-1%	-6%	-2%	i	10%	-13%	0%[10 µM]
Cc1ccc(C(=O)Nc2ccccc2C(=O)NC(Cc2ccccc2)C(=O)O)cc1 (configuration not stated)	0%	8%	7%	-1%	i	11%	4%	-109%[inhibitor]
